# Screening results from PubChem BioAssay.
# K1F lysis inhibition – protection from phage-mediated lysis, alamar blue read-out – E. coli UTI89, K1F phage, bacterial capsule biogenesis inhibitors (AID 488966); E. coli UTI89 K1F phage lysis, alamar blue, 2 h; higher % means a stronger effect; inhibition, % at 100 µM; hits with a dose series show IC50 in µM; 340,000 tested, 0.02% active;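 active = phage lysis inhibition, versus mean bacterial control, above a set limit; inconclusive = no clear call, values can overlap the other calls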;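 also: capsule biogenesis inhibitors block K1F phage lysis so surviving cells raise fluorescence; higher fluorescence means more inhibition of phage lysis; actives were called in the ten point dose series up to 300 µM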
# P. falciparum M1AAP – malaria alanyl aminopeptidase activity blockers – biochemical, fluorogenic H-Leu-NHMec substrate, 1536-well (AID 1445); recombinant M1AAP, H-Leu-NHMec fluorogenic kinetic assay; higher % means a stronger effect; one-dose inhibition, % at 30 µM; IC50 in µM for titrated hits; 220,000 tested, 0.42% active;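 active = primary inhibition above the hit cutoff, then over 50% inhibition at one or more dose response concentrations, cut at about 23% in these data, passing the limit was not always enough; inconclusive = conflicting primary data, or primary hits not chosen for dose response; inactive = low primary inhibition, or under 50% at every dose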;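 also: plate controls were DMSO full reaction for no effect and no enzyme background for full effect; strong numbers were not always called active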
# TNAP activators – stimulation of alkaline phosphatase TNAP activity – biochemical, luminescent, no phosphate acceptor, uHTS, primary screen (AID 1001) | purified TNAP, luminescent activation assay, no phosphate acceptor; higher activation fold means a stronger effect | activation fold at 20 µM, or EC50 in µM where a hit was titrated | 200,000 tested, 0.03% active; in the data active = activation fold from about 3, or a potency from the dose series; inactive = the rest, 99 in 100 with activation fold below about 1.6; also: many of its hits are not listed in these tables
# human PMI inhibition – MPI enzyme activity inhibition – biochemical, fluorescence intensity, coupled assay, primary screen (AID 1209). purified PMI enzyme, coupled fluorescence intensity; higher % means a stronger effect. inhibition, % at 20 µM; hits with a dose series show IC50 in µM. 190,000 tested, 0.42% active;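 also: plate controls were DMSO vehicle for no effect and wells lacking substrate for full effect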
# T cell HTS – modulates CD8 T cell binding to vesicles | 330,000 tested, 0.068% active | calls only at 7 µM | 2C CD8+ T cell-vesicle binding, flow cytometry; hits give low values | AID 2052;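 active = response, share of CD8 T cells binding vesicles, and their 90th percentile fluorescence all below set limits, cut at about 80% in these data, passing the limit was not always enough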
#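 incubation = binding step 1.5 h, 37 °C, antibody labelling 20 min, ice | test system = 2C mouse CD8+ T cells | read-out basis = percent CD8+ FL2 mean versus row control | controls = Peptide-free naked vesicles (low) and QL9 vesicles with 0.7% DMSO vehicle (high) | detection = flow cytometry of vesicle-bound cells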
# West Nile virus CPE – inhibition of WNV-induced cytopathic effect – cell-based, CPE readout (AID 1621) | West Nile virus-infected cells, CPE inhibition; higher % means a stronger effect | CPE inhibition, % at 10 µM, or IC50 in µM where a hit was titrated | 290,000 tested, 0.02% active; in the data active = a potency from the dose series; inconclusive = CPE inhibition mostly from about 3.7% at the one dose, without a potency; inactive = the rest, 99 in 100 with CPE inhibition below about 2.2%; also: strong numbers were not always called active
# RSV CPE inhibition – RSV antiviral activity via CPE protection, HEp-2 cells, primary 10 µM value included (AID 2391) | HEp-2 cells, RSV-induced CPE inhibition; higher % means a stronger effect | 310,000 tested, 0.13% active | one-dose CPE inhibition, % at 10 µM; IC50 in µM for titrated hits; in the data active = a potency from the dose series; inconclusive = CPE inhibition mostly from about 23% at the one dose, without a potency; inactive = the rest, 99 in 100 with CPE inhibition below about 21%; also: strong numbers were not always called active
# M17LAP inhibition – P. falciparum M17LAP inhibitors, primary screen, biochemical, fluorogenic H-Leu-NHMec substrate, 1536-well (AID 1619). recombinant M17LAP, H-Leu-NHMec fluorogenic kinetic assay; higher % means a stronger effect. inhibition, % at 30 µM; hits with a dose series show IC50 in µM. 220,000 tested, 0.38% active;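 active = compound inhibiting the enzyme by more than half at any dose during confirmatory dose-response retesting; inconclusive = strong single-dose inhibitors picked by rank but not retested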;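 also: plate controls were full reaction with DMSO carrier for no effect and no enzyme background for full effect; strong numbers were not always called active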
# human PMI inhibitors – human PMI inhibitors, high substrate, primary screen, biochemical, fluorescence intensity, high mannose 6-phosphate (AID 1220). recombinant PMI enzyme, coupled fluorescence intensity; higher % means a stronger effect. 190,000 tested, 0.66% active. inhibition, % at 20 µM, or IC50 in µM where a hit was titrated
# T cell HTS vesicle-bound % – recorded beside T cell HTS, whose call it bears; double positive events, %; measured here: CD8+ vesicle-bound cell fraction;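 binding gate set so that unloaded-vesicle control wells show 10% double positive cells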
# An asterisk follows results filed as active; i = inactive; ? = inconclusive; / = not tested or not shown; [ ] = another dose, or the depositor's remark. Rule as the data show it, unless noted: active = inhibition above about 50%; inactive = the rest.
SMILES,K1F lysis inhibition,P. falciparum M1AAP,TNAP activators,human PMI inhibition,T cell HTS,T cell HTS vesicle-bound %,West Nile virus CPE,RSV CPE inhibition,M17LAP inhibition,human PMI inhibitors
CCN(C(=O)c1cccc(F)c1)c1ccccc1C,0.9%,0.7%,1,13.6%,i,19.4,0.0%,1.8%,-5.7%,14.2%
c1csc(CN2CCN(Cc3cccs3)C2c2cccs2)c1,0.2%,2.4%,1.1,6.0%,i,45.2,0.7%,0.3%,-0.7%,-0.5%
COC(=O)N/N=C/c1ccc(OCCSc2ccc(Cl)cc2)c(OC)c1,-0.1%,1.1%,1.1,6.0%,i,49.6,-0.6%,1.9%,-4.3%,10.7%
CCCOc1ccc(/C=N/NC(=S)Nc2ccccc2[N+](=O)[O-])c(O)c1,/,-7.2%,2.4,0.3%,i,38.2,0.7%,-1.0%,8.4%,1.8%
CN(c1cccc(NC(=O)CSc2ccc(Cl)cc2)c1)S(C)(=O)=O,9.2%,-1.3%,1.1,3.8%,i,35.1,0.3%,0.9%,6.8%,8.5%
Cc1cc2c(C)nc(Cc3ccccc3)nc2o1,-0.1%,-4.1%,1.1,14.6%,i,60.6,0.1%,2.1%,-0.7%,11.9%
CNC(=O)c1cc(Nc2nnc(-c3ccc(C)c(S(N)(=O)=O)c3)c3ccccc23)ccc1OC,-0.2%,/,/,/,i,66.3,0.2%,5.9%,/,/
O=C(NCCCc1ccc(F)cc1)C1CCC(=O)N(CC2CCCCC2)C1 (stereo not drawn),0.2%,/,/,/,i,17.2,-0.9%,1.1%,/,/
COc1ccc(CCNC(=O)COC(=O)COc2ccc(Cl)cc2)cc1OC,-0.1%,11.4%,1.1,11.9%,i,50.3,-0.2%,1.9%,10.6%,3.1%
Cc1nnc(SCc2ccccc2F)n1NCc1cccs1,6.6%,7.7%,1,5.2%,i,11.9,-0.5%,1.0%,2.4%,12.4%
N#Cc1cccc(C(c2nnnn2C2CCCC2)N2CCC(Cc3ccccc3)CC2)c1 (stereo not drawn),-1.2%,-2.9%,1.1,11.5%,i,32.1,0.6%,2.5%,1.1%,13.7%
COc1cc(OC)c(OC)cc1/C=C1\Oc2cc(OS(C)(=O)=O)ccc2C1=O,0.7%,2.6%,/,/,i,51.2,-0.3%,/,0.4%,/
COc1ccccc1NC(=O)c1ccccc1Oc1ccccc1,0.3%,/,/,/,i,67.5,-0.4%,9.7%,/,/
NC1=NC(=O)C(CC(=O)Nc2ccc3c(c2)OCO3)S1 (stereo not drawn),-0.1%,0.3%,1.1,-7.1%,i,26.1,-0.2%,1.0%,-14.7%,-3.2%
CC(=O)c1cc(NC(=O)c2ccccc2)c(=O)oc1/C=C/N(C)C,1.2%,-0.1%,0.8,-9.5%,i,52.3,-0.3%,0.8%,18.9%,-0.7%
Cc1nn(CC(=O)Nc2ccc3c(c2)oc2ccccc23)c(=O)c2ccccc12,0.2%,1.3%,1.2,5.2%,i,9.2,/,10.0%,-2.9%,13.5%
COCCn1c(=S)[nH]c2cc(C(=O)N3CCN(c4cccc(Cl)c4)CC3)ccc2c1=O,0.2%,/,/,/,i,33.0,-2.1%,13.9%,/,/
CCc1ccc2n(-c3ccc(OC)cc3)c([S-])c(C(=O)Nc3cc(C)cc(C)c3)[n+]2c1,0.1%,1.0%,/,/,i,36.8,0.0%,0.4%,-6.8%,/
N[C@@H](CO)c1cn([C@@H](Cc2cc3ccccc3[nH]2)C(=O)N2CCNCC2)nn1,2.4%,-0.4%,/,/,i,26.0,1.0%,-0.9%,6.3%,/
COc1ccccc1-n1c(CCC(=O)O)ccc1-c1ccccc1,0.3%,/,/,/,i,32.1,-0.2%,-1.8%,/,/
Cn1c(=O)[nH]c(=O)c2c1nc(N1CCN(C(c3ccccc3)c3ccccc3)CC1)n2CCO,-0.6%[50 µM],/,/,/,i,35.7,18.1%,-2.5%,/,/
Cc1cccc(NC(=S)N2CCCCCC2)c1,0.4%,3.6%,1,1.7%,i,32.5,1.0%,1.8%,-14.2%,-2.0%
COc1ccc(NC(=O)c2ccc(F)cc2)cc1S(=O)(=O)Nc1cc(C)ccc1Br,-0.8%[50 µM],4.0%,1.1,25.6%,i,41.7,-1.5%,4.3%,14.8%,15.6%
COc1cc(/C=N\N=C2/SC(CC(=O)O)C(=O)N2c2ccc(O)cc2)ccc1O (stereo not drawn),6.1%,5.1%,1.1,6.7%,i,17.2,0.4%,-0.5%,34.4%,1.3%
CC(=O)N1CC(C)Sc2ccc(S(=O)(=O)NC3CCCCC3)cc21 (stereo not drawn),3.4%,/,/,/,i,36.8,-0.4%,3.8%,/,/
Cc1nn(-c2ccccc2)c(C)c1/C=N/n1c(-c2ccncc2)n[nH]c1=S,0.1%,7.6%,1.1,9.9%,i,60.2,-0.6%,49.4%,-7.5%,8.6%
NC(=O)COC(=O)c1ccccc1Nc1ccc(SC(F)F)cc1,-0.9%[50 µM],-1.5%,1.1,7.6%,i,54.0,-0.1%,?,-2.2%,15.4%
CCc1ccc(Nc2ncc3c(n2)CC(C)(C)CC3=O)cc1,6.6%,2.1%,/,/,i,43.4,-0.5%,/,-3.5%,/
COc1cc(CN2CCSCC2)cc(OC)c1OC,-0.5%,1.9%,1.1,13.6%,i,42.2,0.0%,0.2%,-2.3%,0.7%
CC1CCCC(C)N1C(=O)c1cc(F)c(F)cc1Cl (stereo not drawn),0.8%,0.8%,1.1,3.0%,i,60.2,1.1%,-1.0%,-17.6%,10.2%
Cc1ccc(S(=O)(=O)NCC(=O)NCC(=O)OCC(=O)NC(=O)NC(C)(C)C)cc1C,0.1%,5.3%,1.1,-2.3%,i,21.3,0.8%,0.1%,-7.5%,-3.0%
Cc1cc(C)n(CCC(=O)Nc2ccc3c(c2)OCCO3)n1,0.3%,/,/,/,i,1.8,-0.6%,0.3%,/,/
COC(=O)c1ccc(NC(=O)CNC(=O)C2CCCCC2)c(C)c1,3.8%,4.4%,1.2,17.6%,i,39.6,0.0%,-0.5%,4.6%,8.3%
C/C(N)=C(/C#N)C(=O)CSc1nnc(-c2ccccc2)n1C,0.0%,0.2%,/,/,i,26.5,0.7%,0.6%,-5.2%,/
COc1ccc(C(=O)Nc2ccc(NC(=O)c3cccc(OC)c3)cn2)cc1,1.0%,/,/,/,i,20.3,-0.1%,2.4%,/,/
CN(C)c1ccc(/C=C/c2ccc3c4ccccc4ccc3[n+]2-c2ccccc2)cc1,0.1%,11.6%,0.3,-13.3%,/,/,-2.4%,/,13.1%,7.4%
COc1ccccc1CNC(=O)CCCc1nnc2n(C)c(=O)c3sccc3n12,0.0%,/,/,/,i,42.3,0.1%,0.9%,/,/
O=C(O)c1n[nH]nc1-c1ccccc1,-0.5%,9.2%,1.1,2.9%,i,44.4,0.5%,-0.3%,3.9%,-1.8%
COc1ccccc1CNC(=O)c1ccc2c(=O)n(CCCN3CCCC3=O)c(=S)[nH]c2c1,0.1%,-0.9%,0.9,-13.6%,i,57.1,0.7%,1.8%,-0.5%,-11.2%
COc1ccccc1/C=C/CN1CCSCC1,0.2%,/,/,/,i,57.4,0.0%,1.2%,/,/
CNS(=O)(=O)c1ccc(NC(=O)Nc2cccc(F)c2)cc1,-0.7%,3.9%,1.1,10.2%,i,65.9,-0.4%,6.7%,2.3%,7.4%
CCOC(=O)C1CCCN(C(=S)Nc2cccc(Cl)c2C)C1 (stereo not drawn),1.5%[50 µM],8.3%,1,10.3%,i,7.0,-0.2%,2.5%,-2.4%,2.0%
CCCCn1c(SCn2nnc3ccccc3c2=O)nc2cc(S(N)(=O)=O)ccc21,0.1%,13.1%,1,9.0%,i,40.4,-0.6%,?,-0.9%,10.4%
COc1cc(OC)cc(-c2nn[nH]n2)c1,0.1%,8.0%,1.1,-12.6%,i,30.0,1.5%,2.4%,6.5%,-11.1%
CSc1ccc(S(=O)(=O)N2CCC(C(=O)N3CCc4ccccc4C3)CC2)cc1,0.4%,/,/,/,i,15.1,-0.5%,1.6%,/,/
C/C(Cc1ccccc1)=N\NC(=O)CNC(=O)/C=C\c1ccccc1,/,-6.1%,/,/,i,16.1,0.6%,0.0%,-4.3%,/
COc1ccc(-c2ccc(SCC(=O)NC3CCCCC3)nn2)cc1,0.4%,/,/,/,i,42.5,0.1%,1.8%,/,/
CCOC(=O)N/N=C(/C)c1ccc(N2C(=O)C3CCCCC3C2=O)cc1 (stereo not drawn),-0.5%,9.1%,1.1,1.2%,i,54.8,0.7%,-0.3%,-3.5%,-2.2%

# An excerpt from above in order of their number in P. falciparum M1AAP, smallest number first.
smiles	P. falciparum M1AAP
C/C(Cc1ccccc1)=N\NC(=O)CNC(=O)/C=C\c1ccccc1	-6.1%
COc1cc(OC)cc(-c2nn[nH]n2)c1	8.0%
O=C(O)c1n[nH]nc1-c1ccccc1	9.2%

# Later entries:
SMILES,K1F lysis inhibition,P. falciparum M1AAP,TNAP activators,human PMI inhibition,T cell HTS,T cell HTS vesicle-bound %,West Nile virus CPE,RSV CPE inhibition,M17LAP inhibition,human PMI inhibitors
O=C(NC1CCCCC1)c1cc(-c2ccccn2)nc2ccccc12,0.4%,2.8%,1,-5.3%,i,50.9,0.3%,0.5%,10.1%,-6.2%
O=C(CSc1nnc(COc2ccccc2)o1)N1CCCC1,0.4%,/,/,/,i,25.4,-0.1%,0.6%,/,/
CCOCCCNC(=O)C(NC(=O)c1ccccc1O)c1ccccc1 (stereo not drawn),0.1%,-2.9%,1,-9.6%,i,18.1,-0.4%,2.2%,-9.2%,-3.5%
O=C(CSc1nc2cc([N+](=O)[O-])ccc2n1-c1ccccc1)NCc1ccc2c(c1)OCO2,3.9%,-3.6%,1,23.9%,i,9.3,-1.4%,1.8%,9.4%,6.1%
C/C(=N\Nc1ccc(C(=O)O)cc1)c1ccc(S(=O)(=O)NCc2ccco2)cc1,-0.2%,6.1%,/,/,i,10.3,0.9%,-0.4%,15.3%,/
COc1ccc(CN(C(=O)CNC(=O)c2ccco2)C(C(=O)NCC2CCCO2)c2ccccc2)cc1 (stereo not drawn),0.1%,/,/,/,i,23.3,-1.1%,-0.6%,/,/
CCCn1c(N2CCN(C(=O)N3CCCCC3)CC2)nc2ccccc21,0.3%,4.4%,1.1,-1.7%,i,4.4,-0.6%,2.2%,-3.9%,46.4%
COC(=O)c1c(C)[nH]c(C(=O)/C=C/c2ccccc2Cl)c1C,-0.3%[50 µM],3.9%,/,/,i,19.6,0.0%,-0.7%,4.5%,/
